phage Ecoli inh = growth loss of phage-infected E. coli, primary screen, RecBCD inhibitor project, absorbance, with phage, HTS; AID 651602, 2012; inhibition, % at 11.9 µM; 0.26% of 360,000 active; in the data active = inhibition above about 11%
Tat transport = E. coli Tat export inhibitors, primary screen, MC4100, TorA-mCherry reporter, fluorescence, single point; inhibition, % at 10 µM; 0.036% of 340,000 active;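 active = mean replicate inhibition at least 50% and at least half of replicates individually reaching 50%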;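 also: exported cargo escapes ClpAP degradation while cytoplasmic cargo is degraded and loses fluorescence; 0% = median of neutral control wells and 100% = median of NaSCN control wells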
Mot1-301 SUMO = yeast Mot1-301 growth rescue at high temperature, primary screen, SUMOylation pathway inhibitor project, S. cerevisiae, ATP luminescence, 38.5C | AID 2716, 2010 | 1% of 320,000 active | S. cerevisiae Mot1-301 growth rescue; percent above DMSO median, 100 means doubled | growth rescue, % at 18.8 µM;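 active = every valid replicate shows activation above 250% relative to neutral control wells; inactive = the rest, any valid replicate at or below 250%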;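 also: OY570 slx delta 5 strain wells were the positive control but not used for scaling; some compounds called inactive have numbers as strong as hits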
AddAB inh = growth inhibition of E. coli expressing H. pylori AddAB, primary screen, AddAB inhibitor project, absorbance; 0.29% of 330,000 active; AID 435030, 2010; inhibition, % at 11.9 µM; in the data active = inhibition above about 12%;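 also: 0% = vehicle wells of infected cells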
DAGLB inh = DAGLB lipase inhibitors, primary screen, biochemical, fluorescence, HTS; Diacylglycerol lipase-beta (Homo sapiens), Q8NCG7; HEK293T DAGLB membrane lysate, EnzChek fluorogenic substrate; inhibition, % at 5.17 µM; 0.059% of 340,000 active; AID 504411, 2011; in the data active = inhibition above about 34%;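 also: 0% = enzyme with vehicle and 100% = wells lacking enzyme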
Target sequence (Q8NCG7 whole entry, looked up): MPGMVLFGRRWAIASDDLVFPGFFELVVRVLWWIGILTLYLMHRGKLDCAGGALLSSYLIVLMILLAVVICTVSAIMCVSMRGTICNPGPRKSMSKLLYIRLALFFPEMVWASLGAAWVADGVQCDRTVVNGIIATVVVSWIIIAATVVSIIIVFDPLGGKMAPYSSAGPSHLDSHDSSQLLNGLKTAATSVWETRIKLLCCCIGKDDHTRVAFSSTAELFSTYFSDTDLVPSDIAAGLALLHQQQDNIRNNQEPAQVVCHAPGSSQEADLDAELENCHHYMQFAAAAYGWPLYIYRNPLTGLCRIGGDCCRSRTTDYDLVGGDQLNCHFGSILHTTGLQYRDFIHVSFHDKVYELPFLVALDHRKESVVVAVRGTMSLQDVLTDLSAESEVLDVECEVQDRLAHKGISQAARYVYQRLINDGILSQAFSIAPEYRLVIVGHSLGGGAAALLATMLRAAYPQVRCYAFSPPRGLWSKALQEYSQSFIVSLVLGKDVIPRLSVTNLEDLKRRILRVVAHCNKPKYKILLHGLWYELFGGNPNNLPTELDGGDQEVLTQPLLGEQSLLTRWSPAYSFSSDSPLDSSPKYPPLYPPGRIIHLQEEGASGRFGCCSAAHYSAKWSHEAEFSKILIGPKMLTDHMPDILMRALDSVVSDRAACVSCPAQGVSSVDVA
PKA-R1A act = activators of PKA-R1A holoenzyme, primary screen, biochemical, fluorescence polarization, Cy5-IP20, bovine R1A, mouse PKAc; activation, % at 11.4 µM; PKA-R1A dissociation; scaled: DMSO 0%, 113 µM cGMP 100%; 0.083% of 340,000 active; cAMP-dependent protein kinase type I-alpha regulatory subunit (Bos taurus) + …;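 active = percent activation above the mean of all tested compounds plus 3 SD, cut at about 19% in these data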;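 also: higher means more PKAc released from R1A so a rise in polarization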
PKA-R2B activ = activators of PKA-R2B holoenzyme, primary screen, biochemical, fluorescence polarization, Cy5-IP20, human. PKA-R2B holoenzyme dissociation; R2B truncated from residue 108, S112A mutant; 0% DMSO only, 100% 113 µM cGMP. AID 504700, 2011. 0.079% of 340,000 active. activation, % at 11.4 µM. cAMP-dependent protein kinase catalytic subunit beta (Homo sapiens) + cAMP-dependent …;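 active = activation above a cutoff set at the mean over all compounds plus 3 SD, cut at about 18% in these data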;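 also: higher means more holoenzyme dissociation and a rise in polarization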
Ecoli viability = E. coli V3065 growth inhibition, primary screen, counter-screen for AddAB inhibitor project, absorbance, OD600. 18 h. AID 449728, 2010. 0.27% of 330,000 active. inhibition, % at 11.9 µM;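 active = inhibition above the campaign's mean inhibition across all tested compounds plus 3 SD, cut at about 9.9% in these data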;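 also: uninfected addAB+ strain grown without phage in ampicillin broth; 0% = DMSO wells and 100% = ciprofloxacin 0.95 µg/ml wells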
CDK5 p35 inh = inhibitors of human CDK5/p35 kinase, primary screen, biochemical, single concentration | 0.01% of 330,000 active | Recombinant CDK5/p35, ADP-Glo luminescence, 60 min | Cyclin-dependent kinase 5 (Homo sapiens) + Cyclin-dependent kinase 5 activator 1 (Homo … | AID 488839, 2010 | inhibition, % at 10 µM;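 active = highest replicate inhibition of at least 50% and at least 75% of replicates reaching 50%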;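 also: plate controls were DMSO neutral control for no effect and GW8510 at 10 µM for full effect; many of its hits are not listed in these tables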
HTR5A inv ctr = HTR5A inverse agonists in luminescence cell assay, primary screen, counter-screen for OPRM1-OPRD1 heterodimer inverse agonist project, full-deck HTS; 5-hydroxytryptamine receptor 5A (Homo sapiens), P47898; HTR5A cell line, inverse agonism; inhibition, % at 9.3 µM; 0.083% of 340,000 active; in the data active = inhibition mostly above about 23%, no sharp cut-off; inactive = mostly below about 18%;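 also: 0% = cells with DMSO and 100% = no-cell wells with DMSO; some compounds called inactive have numbers as strong as hits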
Target sequence (P47898 whole entry, looked up): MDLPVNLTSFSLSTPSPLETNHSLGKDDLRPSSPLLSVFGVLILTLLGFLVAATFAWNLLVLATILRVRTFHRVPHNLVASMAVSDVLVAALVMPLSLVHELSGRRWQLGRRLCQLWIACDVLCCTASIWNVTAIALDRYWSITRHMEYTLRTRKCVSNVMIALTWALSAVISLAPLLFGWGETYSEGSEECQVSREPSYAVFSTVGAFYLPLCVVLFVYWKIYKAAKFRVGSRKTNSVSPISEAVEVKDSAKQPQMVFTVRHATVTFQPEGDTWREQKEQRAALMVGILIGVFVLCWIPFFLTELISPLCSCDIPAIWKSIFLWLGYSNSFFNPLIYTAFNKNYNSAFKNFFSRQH
HTR5A ag ctr = HTR5A agonists in luminescence cell assay, primary screen, counter-screen for OPRM1-OPRD1 heterodimer agonist project, full-deck HTS; 5-hydroxytryptamine receptor 5A (Homo sapiens), P47898; cell-based; activation, % at 9.3 µM; 0.61% of 340,000 active; AID 504692, 2011; in the data active = activation mostly above about 9.5%, no sharp cut-off; inactive = mostly below about 7.6%;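 also: 0% = cells with vehicle only and 100% = reference agonist; strong numbers were not always called active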
Active calls of the source: *; . = no result given.

SMILES | phage Ecoli inh | Tat transport | Mot1-301 SUMO | AddAB inh | DAGLB inh | PKA-R1A act | PKA-R2B activ | Ecoli viability | CDK5 p35 inh | HTR5A inv ctr | HTR5A ag ctr
COc1ccc(CCNC(=O)COC(=O)c2ccc(N3CCCC3=O)cc2)cc1 | 2.8 | 0 | -7 | 4.4 | 2 | 4 | 0 | 2.2 | -0.1 | 2 | -1
Nc1nc(SCc2ccc3c(c2)OCO3)n[nH]1 | 1.1 | -2 | 10 | 1.1 | 0 | -5 | 1 | 0.0 | -0.4 | 17 | -2
CC12CCC(C(=O)Nc3cc(F)ccc3F)(CC1=O)C2(C)C (stereo unspecified) | -1.7 | 3 | 208 | -2.0 | 1 | -5 | -7 | 1.1 | -2.7 | 6 | -2
N#Cc1ccc(N[C@@H]2CCN3C(=O)c4ccccc4[C@@H]3C[C@H]2O)cc1 | 3.4 | 9 | . | -3.6 | 0 | -5 | -4 | -1.8 | 2.8 | 12 | -3
Cc1c(NS(=O)(=O)c2cccc(C(=O)NCc3cccc(Cl)c3)c2)c(=O)n(-c2ccccc2)n1C | 1.9 | 9 | . | . | -2 | 13 | -12 | . | -2.4 | -13 | 0
Cc1cc2nc(CS(=O)(=O)c3ccccc3)cc(=O)n2[nH]1 | 4.6 | -4 | -14 | 3.1 | 3 | 5 | -2 | -0.4 | -0.2 | -12 | 5
C=CCNC(=S)N/N=C/c1ccc(-c2ccc(Br)cc2)o1 | 1.9 | -11 | -20 | 3.0 | -3 | 7 | -15 | -2.9 | -0.8 | 13 | 4
CN(C)/C=N/S(=O)(=O)c1cccn1-c1ncc(C(F)(F)F)cc1Cl | 0.5 | -3 | 594 | 1.1 | 0 | 2 | -3 | -0.3 | 1.2 | -9 | 3
Cc1ccc2nc(/C(C#N)=C/c3cn[nH]c3-c3ccc(F)cc3)[nH]c2c1 | -1.2 | 2 | . | 2.1 | 0 | -8 | -7 | -0.2 | 2.9 | -36 | 1
Cc1ccc(OCc2cc(C(=O)N(C)CCc3nc4ccccc4[nH]3)no2)cc1C | 1.9 | -2 | . | . | -3 | -4 | 1 | . | 1.3 | -9 | 0
Nc1cc2c(cc1C(=O)c1ccccc1F)OCCO2 | 4.9 | -4 | -9 | 1.7 | 0 | -14 | 8 | 0.8 | -1.1 | -1 | 0
O=c1[nH]c2c(c(=O)n1-c1ccccc1)CCO2 | 2.2 | 1 | . | . | 1 | 3 | -15 | . | 0.0 | 5 | -1
CN1CCc2c(sc3nc(NN)n(-c4ccc(Cl)cc4)c(=O)c23)C1 | . | -9 | 7 | -2.7 | -4 | 2 | -9 | 0.5 | 3.3 | -16 | 4
COc1ccc(C(=O)NN2C(=O)C3C4C=CC(O4)C3C2=O)cc1 (stereo unspecified) | 3.6 | -1 | 5 | -1.7 | -7 | -5 | -6 | -0.2 | -0.9 | 6 | -2
O=C(NC1CC1)c1cccc(NC(=O)c2cn3ccccc3n2)c1 | 2.5 | 13 | -7 | 0.9 | 1 | -1 | -4 | 2.6 | 0.0 | -9 | 13*
COc1ccc(-c2oc3ccc(-c4cc(OC)c(OC)c(OC)c4)cc3c2C#Cc2ccsc2)cc1 | -3.0 | -1 | -6 | 0.4 | -3 | -8 | 0 | -0.3 | 0.8 | -42 | 16
CCCc1cc(NCCN(C)C)n2c(nc3ccccc32)c1C#N | 0.6 | -4 | -15 | 0.2 | -3 | 0 | 5 | 1.1 | -1.1 | -3 | 1
O=C(Cc1c(Cl)cccc1Cl)N/N=C/c1cccnc1 | 1.0 | -1 | -2 | . | -1 | -4 | 1 | . | 0.0 | 5 | 1
COc1ccc(-c2cccc3c2NC(=O)C3=O)cc1OC | -2.1 | 1 | . | 3.1 | 2 | -3 | -11 | 0.3 | -0.4 | 8 | -3
CC(C)c1ccccc1NS(=O)(=O)c1cccs1 | 1.9 | -2 | -12 | 2.5 | -2 | -9 | 0 | 0.6 | 0.4 | 6 | -2
O=C(O)CC(Cc1ccc(Br)cc1)C(=O)Nc1ccccc1 (stereo unspecified) | 2.7 | 8 | -3 | -2.6 | 3 | -6 | -6 | -4.2 | -1.1 | 1 | 0
Cc1ccc(Nc2nc3nonc3[nH]c2=O)cc1 | 4.1 | -8 | 22 | 2.3 | 12 | -7 | -6 | 0.3 | -7.2 | -16 | 6
COCCCn1c(=O)c2ccccc2n(Cc2ccc(C)cc2)c1=O | -0.2 | -3 | 42 | 2.4 | 0 | -11 | 3 | 0.8 | 0.6 | 12 | -3
CC(NS(C)(=O)=O)C(c1cccs1)N1CCN(c2ccccc2)CC1 (stereo unspecified) | -2.8 | 4 | 563 | -1.8 | 0 | -6 | -10 | -1.1 | -0.2 | 5 | 5
O=C(c1ccco1)N1CCN(C(c2ccc(Cl)cc2)c2nnnn2Cc2ccccc2)CC1 (stereo unspecified) | 2.2 | -5 | -10 | -0.1 | 0 | -18 | -6 | -0.2 | -1.0 | -5 | 2
Cc1ccc(NC(=O)CSc2ncccc2C(=O)Oc2cccc([N+](=O)[O-])c2)cc1Cl | 1.7 | 3 | 3 | -0.2 | 0 | 0 | -2 | 0.3 | -0.1 | -3 | 1
COc1ccc(/C=N/n2c(-c3n[nH]c4c3CCC4)n[nH]c2=S)cc1 | 1.3 | -8 | 4 | 2.0 | -1 | -3 | 5 | 0.5 | -0.5 | -7 | 3
COC(=O)c1cc(Br)ccc1NC(=O)CCNC(=O)c1ccco1 | -0.1 | 0 | 8 | 3.5 | -4 | -8 | 7 | -2.3 | 2.0 | -2 | 2
Cc1ccc(S(=O)(=O)N(Cc2ccc(Cl)cc2)c2ccccc2C(=O)NCc2ccco2)cc1 | 1.2 | 3 | 33 | -1.2 | -7 | -14 | -3 | -0.9 | . | 15 | -3
CC1=NCCN1S(=O)(=O)c1ccc(Br)c(C)c1 | 2.0 | -3 | -17 | 2.6 | 1 | -12 | -3 | 0.1 | 1.5 | 17 | -1
CCC(=O)Nc1nc2c(OC)ccc(OC)c2s1 | 3.0 | 4 | 163 | -1.6 | 0 | 3 | 3 | 0.2 | -0.3 | 17 | 0
Cc1cccc(C(=O)OC(C)CN2CCN(C)CC2)c1 (stereo unspecified) | -0.1 | -6 | -6 | 5.8 | -1 | 3 | -5 | 0.2 | -0.6 | 1 | 0
O=S1(=O)CCOC[C@H](CC2CCCCC2)N1Cc1ccccc1 | -0.5 | 0 | 86 | 1.9 | -7 | 1 | 0 | -1.1 | 1.1 | -3 | 2
CCOc1ccc2ccccc2c1C1NC(=O)NC(C)=C1C(=O)OCCOC (stereo unspecified) | 0.6 | -10 | 5 | 0.0 | 4 | -7 | -4 | -0.6 | -0.6 | -16 | 5
Cc1c(NC(=O)CSc2nc3ccccc3s2)c(=O)n(-c2ccccc2)n1C | 2.2 | -6 | 0 | 2.2 | 1 | 0 | -4 | -0.4 | -0.5 | 0 | 0
CS(=O)(=O)N1CCN(c2ccc([N+](=O)[O-])cc2F)CC1 | 4.2 | -6 | -7 | -0.8 | -3 | 6 | -8 | -0.9 | -0.8 | 6 | -2
CCc1nnc2c(NCCc3ccccc3)nc3ccccc3n12 | -1.1 | 4 | 14 | -1.5 | -1 | -7 | 0 | 0.8 | 0.7 | 11 | -3
CC1CCCCC1NC(=O)c1ccc2c(c1)[nH]c(=O)n2C1CCCC1 (stereo unspecified) | 2.7 | -7 | 206 | 4.6 | -1 | -1 | 8 | 0.0 | 1.4 | 5 | 4
O=C(CSc1nnc(CNc2ccccc2)o1)c1ccc2c(c1)OCCO2 | 0.4 | 2 | 90 | 0.8 | 1 | -2 | -11 | 1.7 | 0.3 | -14 | -4
CCOC(=O)c1cc(-c2ccc(N)cc2)sc1N | 0.9 | -3 | -5 | -0.1 | 7 | -7 | 12 | 0.8 | 0.6 | -5 | 3

Structures above that contain a nitro group on carbon (2):
SMILES | phage Ecoli inh | Tat transport | Mot1-301 SUMO | AddAB inh | DAGLB inh | PKA-R1A act | PKA-R2B activ | Ecoli viability | CDK5 p35 inh | HTR5A inv ctr | HTR5A ag ctr
Cc1ccc(NC(=O)CSc2ncccc2C(=O)Oc2cccc([N+](=O)[O-])c2)cc1Cl | 1.7 | 3 | 3 | -0.2 | 0 | 0 | -2 | 0.3 | -0.1 | -3 | 1
CS(=O)(=O)N1CCN(c2ccc([N+](=O)[O-])cc2F)CC1 | 4.2 | -6 | -7 | -0.8 | -3 | 6 | -8 | -0.9 | -0.8 | 6 | -2

Further structures:
SMILES | phage Ecoli inh | Tat transport | Mot1-301 SUMO | AddAB inh | DAGLB inh | PKA-R1A act | PKA-R2B activ | Ecoli viability | CDK5 p35 inh | HTR5A inv ctr | HTR5A ag ctr
Cc1cccc(NC(=O)C2CC(=O)N(c3ccc4c(c3)OCCO4)C2)n1 (stereo unspecified) | 0.8 | 4 | 7 | 0.5 | 0 | 0 | 3 | 0.2 | -0.6 | 10 | -3
O=C1NC(c2ccccc2Cl)Nc2ccccc21 (stereo unspecified) | 1.9 | -6 | 10 | 0.2 | 0 | 10 | 5 | -0.7 | -0.1 | 12 | -2
CCOC(=O)c1cc(CC)sc1N1C(=O)CC(Sc2ccccc2C(=O)O)C1=O (stereo unspecified) | 3.8 | 2 | -8 | -1.2 | 0 | -2 | -6 | 1.3 | 0.3 | 12 | 0
COC(=O)Cc1c(C)c2c(OCc3nn[nH]n3)cc(C)cc2oc1=O | 4.3 | 13 | 25 | -0.5 | 0 | -2 | -9 | -3.1 | -0.1 | 2 | 1
Cc1nc2c(C(F)(F)F)cccc2c2c1CCS2 | 0.5 | -1 | 3 | -0.9 | -4 | 3 | -9 | -1.9 | -0.6 | 16 | 1
CCOC(=O)c1c[nH]c2c([N+](=O)[O-])cc(OC)cc2c1=O | 12* | -2 | . | . | 2 | -2 | -8 | . | 0.6 | 10 | -3
COc1ccc(NC(=O)Nc2cccc3c2O[C@H](CN(C)S(=O)(=O)c2cccs2)[C@@H](C)CN([C@H](C)CO)C3=O)cc1 | 4.5 | 7 | -1 | -1.4 | 1 | -5 | -5 | -0.4 | -0.5 | -5 | 2
C/C(=N/OCO/N=C(\C)c1ccccc1F)c1ccccc1F | 5.2 | -5 | 8 | -0.7 | -16 | -1 | 0 | 1.6 | -0.1 | -13 | 2
O=C(Nc1ncccc1Cl)C(Sc1ccccc1)c1ccccc1 (stereo unspecified) | 0.9 | 4 | 2 | -1.3 | -3 | -9 | -12 | -1.9 | 0.7 | 2 | -1
CCOC(=O)CSc1nnc(C)n1N | 1.5 | 1 | -4 | 6.3 | -2 | -2 | -11 | -1.8 | 1.0 | 11 | 0
C/C(=N\NC(=O)c1ccccc1[N+](=O)[O-])c1c(O)cc(C)oc1=O | 2.9 | 2 | -7 | -0.5 | 0 | -17 | -9 | 0.3 | -6.7 | 2 | 0
